Screening data from PubChem BioAssay.
PAFAH1B2 FP inh = blocks human PAF acetylhydrolase 1b catalytic subunit 2; actives 1.2% (n = 340,000); P68402; recombinant PAFAH1B2, FP-rhodamine activity probe, fluorescence polarization; AID 492953; inhibition, % at 3.39 µM;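 active means inhibition above the mean of all tested compounds plus 3 SD, cut at about 24% in these data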;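 further: 0% = enzyme with DMSO and 100% = wells lacking PAFAH1B2; many of its hits are not listed in these tables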
PAFAH2 inh = inhibitors of human PAFAH2; Q99487; recombinant PAFAH2, FP-rhodamine activity probe, fluorescence polarization; inhibition, % at 3.39 µM; actives 0.99% (n = 340,000); AID 492956;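 active means inhibition above the mean over all tested compounds plus 3 SD, cut at about 30% in these data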;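 further: inhibitors block probe labeling of enzyme so polarization drops; 0% = enzyme with DMSO and 100% = wells lacking PAFAH2 protein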
PAFAH1B3 FP inh = blocks human PAF acetylhydrolase 1B catalytic subunit 3. recombinant PAFAH1B3, FP-rhodamine probe, fluorescence polarization. inhibition, % at 3.39 µM. Q15102. actives 0.28% (n = 340,000);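 active means inhibition above the screen-wide average of all tested compounds plus 3 SD, cut at about 25% in these data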;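 further: 0% = enzyme with DMSO only and 100% = wells lacking PAFAH1B3 protein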
Target sequence (Q15102 whole entry, looked up): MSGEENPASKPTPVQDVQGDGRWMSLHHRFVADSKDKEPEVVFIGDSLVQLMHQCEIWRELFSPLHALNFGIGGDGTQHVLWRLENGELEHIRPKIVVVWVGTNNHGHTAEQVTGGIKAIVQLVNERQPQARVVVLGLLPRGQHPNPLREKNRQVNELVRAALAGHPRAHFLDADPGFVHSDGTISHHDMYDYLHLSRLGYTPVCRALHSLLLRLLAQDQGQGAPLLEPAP
pPAFAH FP inh = inhibitors of human plasma PAF acetylhydrolase (pPAFAH) | recombinant pPAFAH, FP-rhodamine probe fluorescence polarization | Q13093 | inhibition, % at 3.39 µM | actives 1.5% (n = 330,000) | AID 463082;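 active means inhibition above the mean inhibition across the screen plus 3 SD, cut at about 25% in these data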;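 further: inhibitors block binding of the rhodamine activity-based probe so polarization drops; 0% = enzyme with DMSO and 100% = wells lacking pPAFAH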
PAD4 inh = inhibitors of human PAD4 | Q9UM07 | recombinant PAD4, RCA probe fluorescence polarization | actives 0.41% (n = 330,000) | inhibition, % at 6.36 µM;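 active means percent inhibition above a cutoff equal to the mean of all tested compounds plus 3 SD, cut at about 15% in these data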;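 further: 0% = PAD4 with RCA probe and DMSO and 100% = probe without PAD4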
PME-1 primary = PME-1 (human) inhibition | inhibition, % at 5.9 µM | Q9Y570 | recombinant PME-1, FP-Rh probe fluorescence polarization | actives 0.53% (n = 320,000);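 active means inhibition above the campaign mean of all compounds plus 3 SD, cut at about 26% in these data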;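 further: competitive labeling of PME-1 active site by serine hydrolase directed probe; 0% = PME-1 with DMSO and 100% = wells lacking PME-1 enzyme; inhibitors block probe labeling so polarization falls and inhibition rises; many of its hits are not listed in these tables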
LYPLA2 inh = counter-screen for PME1 inhibitors: inhibitors of human LYPLA2; AID 2177; O95372; recombinant LYPLA2, FP-Rh probe fluorescence polarization; actives 0.38% (n = 320,000); inhibition, % at 5.9 µM;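 active means inhibition above the screen-wide mean plus 3 SD, limit set per campaign, cut at about 26% in these data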;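 further: 0% = LYPLA2 with DMSO and 100% = wells lacking LYPLA2 enzyme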
Target sequence (O95372 whole entry, looked up): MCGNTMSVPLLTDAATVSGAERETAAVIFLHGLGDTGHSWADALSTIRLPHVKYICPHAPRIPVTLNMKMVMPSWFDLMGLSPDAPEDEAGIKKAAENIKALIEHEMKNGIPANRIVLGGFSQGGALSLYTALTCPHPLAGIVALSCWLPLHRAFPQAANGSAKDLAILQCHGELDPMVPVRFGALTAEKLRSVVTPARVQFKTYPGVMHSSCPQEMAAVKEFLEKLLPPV
GSTO1 counter = blocks human GSTO1 in RBBP9 counter-screen. AID 1974. actives 1.1% (n = 300,000). inhibition, % at 5.96 µM. recombinant GSTO1, activity-based probe fluorescence polarization;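 active means inhibition above the campaign mean inhibition plus 3 SD, cut at about 35% in these data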;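 further: 0% = GSTO1-1 with DMSO and 100% = wells lacking GSTO1-1 enzyme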
Target sequence (P78417 whole entry, looked up): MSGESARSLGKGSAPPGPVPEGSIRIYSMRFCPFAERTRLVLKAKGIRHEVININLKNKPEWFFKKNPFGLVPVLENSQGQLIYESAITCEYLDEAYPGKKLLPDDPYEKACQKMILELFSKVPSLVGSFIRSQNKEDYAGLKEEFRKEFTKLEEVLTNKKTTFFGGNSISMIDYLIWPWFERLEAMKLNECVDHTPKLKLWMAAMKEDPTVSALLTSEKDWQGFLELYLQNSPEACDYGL
LYPLA1 counter = LYPLA1 (human) inhibition in PME1 counter-screen | O75608 | recombinant LYPLA1, FP-Rh probe fluorescence polarization | inhibition, % at 5.9 µM | actives 0.16% (n = 320,000) | AID 2174;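 active means inhibition above the mean of all tested compounds plus 3 SD, set per campaign, cut at about 14% in these data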;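 further: inhibitors block serine hydrolase probe labeling of LYPLA1 so polarization falls; 0% = enzyme with DMSO and 100% = wells lacking LYPLA1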
Target sequence (O75608 whole entry, looked up): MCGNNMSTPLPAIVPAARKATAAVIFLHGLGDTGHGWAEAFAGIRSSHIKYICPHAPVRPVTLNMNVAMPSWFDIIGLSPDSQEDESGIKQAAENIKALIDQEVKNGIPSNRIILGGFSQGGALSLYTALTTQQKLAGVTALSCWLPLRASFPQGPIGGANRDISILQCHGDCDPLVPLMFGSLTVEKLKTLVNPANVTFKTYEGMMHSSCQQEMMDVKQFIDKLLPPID
An asterisk follows results filed as active; x = not tested or not shown. A portion of the library; count on the stated rates, not on these rows.

SMILES	PAFAH1B2 FP inh	PAFAH2 inh	PAFAH1B3 FP inh	pPAFAH FP inh	PAD4 inh	PME-1 primary	LYPLA2 inh	GSTO1 counter	LYPLA1 counter
CC1CCCN(C(=O)COC(=O)c2ccc(=O)n(Cc3ccccc3)n2)C1 (stereo not given)	0	0	6	0	0	-3	2	0	-1
O=C1/C(=C/c2cccs2)Cc2ccccc21	3	5	-1	3	-1	-7	2	-13	-1
NC(=O)CC(NC(=O)Cc1ccc(Br)cc1)c1ccc(NC2CCC2)c([N+](=O)[O-])c1 (stereo not given)	13	8	-2	17	0	-2	0	10	-2
O=C(c1ccccc1F)N1CCN(S(=O)(=O)c2ccc3c(c2)OCCO3)CC1	0	1	2	2	6	5	-5	7	-2
CC(C)(CNC(=O)c1cccc(S(=O)(=O)NCc2ccccc2)c1)N1CCOCC1	11	0	9	3	-2	-3	6	-3	2
CC(NC(=O)c1cc(F)c(F)cc1Cl)C1CC2CCC1C2 (stereo not given)	12	0	8	8	0	4	1	4	-1
NC(=O)CSc1nnc(COc2ccccc2)n1Cc1ccco1	7	7	7	0	-6	-5	5	6	3
C=CCN1C(=O)/C(=C\c2ccc(Oc3nc(N4CCOCC4)nc(N4CCOCC4)n3)c(OC)c2)SC1=S	3	5	0	-1	2	-2	-3	3	-3
CCOc1ccccc1C(=O)N[C@H](C(=O)NNC(=O)c1cccs1)C(C)C	3	9	2	-1	-5	x	x	x	x
CC1(C)CC2(CCO1)OC(=O)CC2C(=O)Nc1ccc(Br)cc1 (stereo not given)	2	3	7	3	-4	-6	8	3	-1
O=C(Nc1ccc(C(=O)NN2C(=O)c3ccccc3C2=O)cc1)c1ccccc1	2	-8	12	0	-1	-6	-3	0	-8
COc1ccccc1NC(=O)CN1CCN(c2ccccc2F)CC1	0	1	-5	4	1	4	2	1	1
CC(=O)c1c(N)nc2n(c1=O)CCCCC2	2	-3	4	-4	-2	-2	-2	-5	-2
Cc1cc(NC(=O)C(C)SCC(=O)Nc2cc(C(F)(F)F)ccc2N2CCOCC2)no1 (stereo not given)	13	-3	9	4	-1	3	7	1	3
O=C(O)COc1c(-c2ccco2)oc2ccccc2c1=O	0	-3	9	0	0	0	0	-11	2
CC(C)CN(CCNC(=O)CN1C(=O)CSc2ccc(S(=O)(=O)N3CCOCC3)cc21)CC(C)C	-4	-3	2	-3	0	-10	-1	1	4
CC(Sc1ccc(Cl)cc1)C(=O)NCC1CCCO1 (stereo not given)	3	-3	2	1	-2	-2	0	4	0
Cc1cccc(/C(N)=N/OC(=O)CCC2CCCCC2)c1	5	-6	8	-2	1	-2	-1	-5	-4
COc1ccc(N2C(=O)CCC(C(=O)N3CCN(c4ccccn4)CC3)C2c2ccc(F)cc2)cc1 (stereo not given)	2	2	0	0	-6	1	-4	2	0
C#CCOCCOCCOCCNc1nc(N2CCN(C(=O)Cn3cc(CCCN=C(N)N)nn3)CC2)nc(N2CCN(C(=O)[C@H]([C@@H](C)CC)n3cc(CCCCN)nn3)CC2)n1	3	6	4	2	3	-10	-1	0	1
O=C(CCCN1C(=O)/C(=C/c2cccs2)SC1=S)NNC(=O)c1cccnc1	0	-1	-3	4	-21	-19	-28	0	-16
S=c1[nH]nc(Cc2n[nH]c(=S)n2-c2ccccc2)n1-c1ccccc1	2	4	-2	1	-2	2	-3	3	-1
N#CC(C#N)=C(Nc1ccc(F)cc1)SCc1cccc(Br)c1	-1	9	1	12	5	16	-2	23	-1
CC(NC(=S)Nc1ccc(Cl)cc1Cl)C(c1cccs1)N1CCCC1 (stereo not given)	6	0	13	-1	-17	14	0	3	-3
CCCCn1nc2cc(C(=O)NCCc3cccs3)ccc2c1OCC	-2	-3	3	2	2	3	0	5	-1
COc1ccc2c(c1)CCc1c(C(=O)N3CCc4ccccc4C3)noc1-2	-4	-9	9	2	5	-4	-5	-3	-6
O=C(c1ccc(N2CCN(C(=O)c3ccc(F)c(F)c3)CC2)cc1)c1cccc(F)c1	6	-4	-1	-1	-1	5	32*	-6	-4
COc1ccc(CCNC(=O)CC(NC(=O)c2ccccc2Cl)c2ccccc2)cc1 (stereo not given)	3	-8	5	4	2	-6	-8	4	-2
CC(C)CN(C(=O)CCc1ccccc1)c1c(N)n(CC(C)C)c(=O)[nH]c1=O	2	8	4	13	1	1	6	5	5
CN(C(=O)COC(=O)c1cn(-c2ccccc2)nc1-c1ccccc1)C1CCS(=O)(=O)C1 (stereo not given)	2	-4	1	1	-1	1	1	4	2
O=C1CN(C(=O)COC(=O)CCSc2ccccc2Cl)c2ccccc2N1	10	5	7	9	-2	5	10	6	-1
COc1cccc(/C=C2/SC(=S)N(CC(=O)NC3C=CS(=O)(=O)C3)C2=O)c1 (stereo not given)	-1	4	3	1	-10	1	3	-4	0
CCC(Sc1nc2ccccc2s1)C(=O)Nc1cc(C)on1 (stereo not given)	2	-5	5	-7	4	-11	6	3	-2
Cc1ccc(/C=N/Nc2ncc(Cl)cc2Cl)s1	4	0	5	5	-1	-1	-1	-7	-1
CC(C)(C)NC(=O)C(c1ccncc1)N(C(=O)Cn1nnc(-c2cccs2)n1)C1CCCCC1 (stereo not given)	3	9	10	-5	2	-4	2	1	0
OCc1cn(-c2ccccc2)nc1-c1ccco1	4	-2	2	8	-4	0	0	-5	-2
COc1cccc(OCCOc2ccccc2[N+](=O)[O-])c1	3	-6	3	4	-7	-1	8	-9	2
COc1ccc(NC(=O)CN(C)S(=O)(=O)c2ccccc2)cc1	3	4	3	2	3	-2	0	6	-3
COc1ccc(/C=C/c2n[nH]c(=O)c(C#N)c2C)cc1	1	15	7	2	1	7	13	-5	5
COc1ccc(NC(=O)CN(C)CCOc2ccc(Cl)cc2)cc1OC	10	6	5	6	1	-1	2	1	3

Quoted at random: 2 compounds from above, in no set order.
SMILES	PAFAH1B2 FP inh	PAFAH2 inh	PAFAH1B3 FP inh	pPAFAH FP inh	PAD4 inh	PME-1 primary	LYPLA2 inh	GSTO1 counter	LYPLA1 counter
COc1ccc(NC(=O)CN(C)CCOc2ccc(Cl)cc2)cc1OC	10	6	5	6	1	-1	2	1	3
COc1cccc(/C=C2/SC(=S)N(CC(=O)NC3C=CS(=O)(=O)C3)C2=O)c1 (stereo not given)	-1	4	3	1	-10	1	3	-4	0

Further compounds:
SMILES	PAFAH1B2 FP inh	PAFAH2 inh	PAFAH1B3 FP inh	pPAFAH FP inh	PAD4 inh	PME-1 primary	LYPLA2 inh	GSTO1 counter	LYPLA1 counter
Cc1cccnc1NC(=S)NCCc1ccccc1	6	9	1	4	2	0	2	-13	2
Cc1onc(-c2ccccc2)c1C(=O)NC(C)CCc1ccccc1 (stereo not given)	4	1	1	4	-1	-2	-2	4	-1
CCC(Sc1nc2sc(C(=O)OC)c(C)c2c(=O)n1N)C(=O)N(CC)CC (stereo not given)	0	-3	10	4	0	4	0	1	-3
CCOc1ccccc1NC(=O)COC(=O)Cc1cccs1	12	0	4	22	0	4	4	4	1
CN1CCN(c2ccc(S(=O)(=O)N3CCCCC3)cc2NC(=O)COc2ccc(F)cc2)CC1	-4	-1	5	8	3	5	1	-5	1
CCOC(=O)C1=C(C)N(CCO)C(=O)NC1c1cccc(O)c1 (stereo not given)	0	-6	-2	4	-7	1	0	6	-2
Cc1nc(N2CCN(c3ccccn3)CC2)c2c(C)c(C(=O)Nc3ccc(F)c(Cl)c3)sc2n1	0	-6	0	4	-5	7	5	-3	5
O=C(CC1N=C2c3ccccc3N=C(SCc3ccccc3Cl)N2C1=O)NCc1ccco1 (stereo not given)	4	10	-9	7	0	7	-4	0	-4
CC(=NCC1CCNCC1)C1=C(O)CC(C)(C)CC1=O	3	-1	7	-4	-2	0	5	-13	5
CC(C)Oc1ccc(OCCSc2nc3ccccc3n2CC(=O)O)cc1	0	-1	8	2	-1	-1	-2	-1	-1
CCCCn1nc(C(=O)N2CCc3ccccc32)c2ccccc2c1=O	4	11	1	12	0	-7	3	-10	1
CCOC(=O)c1cccc(NC(=O)/C(=C\c2ccccc2)NC(=O)c2ccccc2Cl)c1	-1	-2	3	-3	-1	-4	7	4	1
CCCN1C2CCCC1CC(NC(=S)Nc1cccc(C)c1)C2 (stereo not given)	-1	-1	10	1	0	2	-1	5	-3
CCc1nc2ccc(C(=O)N3CCN(c4cccc(C)c4C)CC3)cc2nc1CC	0	6	2	0	2	-3	-4	15	1
CCOC(=O)c1nn(-c2ccc(F)cc2)c2nc(Nc3ccccc3)cc(=O)n12	2	-14	3	11	-4	-2	4	-1	2
COc1ccccc1NC(=O)c1cc[n+]([O-])cc1	2	3	4	-1	1	-3	-3	1	0
O=c1oc(-c2ccccc2F)nc2c1cnn2-c1ccccc1	4	74*	8	0	-4	0	-2	-1	-1
COc1ccc(-c2cc(=O)[nH]c(=S)[nH]2)cc1	2	0	8	5	-8	-3	5	-4	5
Cc1c(C(=O)Nc2cccc([N+](=O)[O-])c2)cnn1-c1ccccc1	2	7	11	7	6	-5	2	-5	-2
O=C(O)Cn1nnc(COc2ccccc2)n1	5	-3	3	0	-4	3	-6	13	0
O=C(Nc1cccnc1)c1ccc(CSc2ccccc2)cc1	14	-10	5	-3	1	-7	-6	-1	0
CCCNC(=O)CSc1nc(-c2cccs2)cc(C(F)(F)F)n1	-4	16	3	2	4	0	6	4	-1
CCOC(=O)N1CCN(C(=O)c2cnn3c(C)c(Cc4ccc(C)cc4)c(C)nc23)CC1	0	3	-4	0	-3	-4	2	-4	1
CCn1c(O)c2ccc(C(=O)N=NC(=O)c3cccnc3)cc2c1O	4	0	1	4	4	-2	-2	9	0
O=C(O)Cc1cn(Cc2cccc(Cl)c2)c2ccccc12	1	3	-3	6	-2	3	5	2	2
Cc1cc(N(CCO)CCO)nc(-n2nc(C)cc2C)n1	4	2	8	2	2	0	-6	11	-8
Cn1c(SCC(=O)Nc2ccc3c(c2)OCO3)nnc1-c1cnccn1	7	4	11	2	5	2	4	6	2
COc1ccc2c(Cl)c(C(=O)NCCCn3ccnc3)sc2c1Cl	-2	4	0	3	1	-10	-6	-3	-8
CC(C)(C)OC(=O)[C@H](Cc1ccccc1)NC(=O)c1nc[nH]c1C(=O)N1CCc2ccccc2C1	3	3	9	-3	4	1	-2	2	-2
CCOCC(=O)Nc1c(C(=O)OCC)oc2ccccc12	4	-5	7	2	-2	-1	4	1	2
CCOC(=O)C1CCCN(C(=O)c2cc(S(=O)(=O)Nc3ccccc3OC)ccc2C)C1 (stereo not given)	2	5	2	5	-2	6	2	-9	0
CCOC(=O)N1CC=C2C(C#N)=C(N)C(C#N)(C#N)[C@H](c3ccc(OCC)c(OCC)c3)[C@H]2C1	3	-2	4	5	0	18	0	2	0
Cc1cccc(NC(=O)N2CCN(Cc3ccc4c(c3)OCO4)CC2)c1C	4	4	2	0	2	3	2	2	1
Cc1cc(C(=O)Nc2cccnc2)cs1	1	-3	9	-3	3	-2	-1	7	-2
Cc1cccc(OCC(=O)O/N=C(\N)Cc2ccc([N+](=O)[O-])cc2)c1	6	4	9	11	-4	2	6	8	7
COc1ccc(OC)c(C2C(C#N)=C(N)N(N(C)C)C3=C2C(=O)CCC3)c1 (stereo not given)	7	-2	14	6	3	3	0	7	-2
Cc1nn(CC(=O)Nc2ccncc2)c(C)c1[N+](=O)[O-]	1	0	6	0	-3	4	6	3	0
O=C(CCC1COc2ccccc2O1)Nc1ncccc1O (stereo not given)	-1	4	3	-5	-1	-4	1	11	-1
